E-selectin induc – E-selectin induction in HUVECs, primary screen, imaging, HUVEC, immunofluorescence imaging, single point | P16581 | normalized: neutral wells 0, TNF-alpha wells 100 | activation, % at 7.58 µM | 260,000 compounds, 0.37% hits | AID 686992, 2013;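 active = mean E-selectin-positive cell signal at least 10% of the positive control, reached in at least 60% of replicates, without over 20% cell loss; inconclusive = no rule given, readout overlaps actives, possibly toxicity-flagged; inactive = the rest, including those meeting only one limit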;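 also: in these data hits start at about 27%; measured in HUVEC primary endothelial cells; signal is the percent of cells scored E-selectin positive by PE staining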
Target sequence (P16581 whole entry, looked up): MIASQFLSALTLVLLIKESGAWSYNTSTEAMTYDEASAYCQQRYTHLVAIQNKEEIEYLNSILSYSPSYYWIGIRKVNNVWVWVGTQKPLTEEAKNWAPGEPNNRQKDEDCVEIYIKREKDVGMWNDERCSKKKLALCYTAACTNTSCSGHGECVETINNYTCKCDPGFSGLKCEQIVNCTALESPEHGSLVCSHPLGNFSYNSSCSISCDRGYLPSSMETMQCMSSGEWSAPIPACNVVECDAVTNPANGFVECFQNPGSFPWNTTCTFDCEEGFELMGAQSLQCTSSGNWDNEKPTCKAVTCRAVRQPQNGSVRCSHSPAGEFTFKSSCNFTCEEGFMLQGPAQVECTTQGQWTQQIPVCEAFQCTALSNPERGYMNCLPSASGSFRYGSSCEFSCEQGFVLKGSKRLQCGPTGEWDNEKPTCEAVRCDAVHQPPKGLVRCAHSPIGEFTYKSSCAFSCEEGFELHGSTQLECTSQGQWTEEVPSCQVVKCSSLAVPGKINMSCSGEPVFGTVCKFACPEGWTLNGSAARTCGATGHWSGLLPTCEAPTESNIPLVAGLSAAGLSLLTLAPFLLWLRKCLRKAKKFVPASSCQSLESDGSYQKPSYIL
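Read-out: % PE-positive cells | Test system: HUVEC | Doses: One compound dose added by pin transfer | Buffer or medium: EGM-2 over gelatin coat | Signal: Immunofluorescence imaging | Benchmarks: TNF-alpha, DMSO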
XiGFP reactiv – activators of inactive X chromosome reactivation, primary screen, imaging, XiGFP fibroblasts, GFP high-content imaging, set 2. XiGFP mouse fibroblasts, % GFP-positive cells imaging, 3 d; cells co-treated with 5-aza-dC sensitizer; scaled so ellipticine positive control = 100%. activation, % at 7.58 µM. 360,000 compounds, 0.055% hits. AID 743238, 2013;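 active = mean normalized replicate activation at least 10% and every replicate at or above 10%; inconclusive = only one of the two criteria met; inactive = mean below 10% and not all replicates reach 10%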;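 also: 0% = median of on-plate neutral control wells and 100% = ellipticine 6 µM median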
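assay system = SV40-immortalized XiGFP fibroblast cells, line 68-5-11 | buffer or medium = DMEM plus 5-aza-dC sensitizer | doses = single-point pinned compound dosing | times = 3-day compound exposure, then 15 min fixation at room temperature | benchmarks = positive control ellipticine, 6 µM final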
esBAF inh – Bmi1 luciferase reporter increase in mESCs, primary screen, esBAF inhibitor project, mouse ES cells, Bmi1 luciferase knock-in, single point; 24 h; 100% = twice the neutral-well signal; AID 602393, 2012; reporter increase, % at 12.5 µM; 350,000 compounds, 2% hits; in the data active = activation above about 40%; inconclusive = no clear call, values can overlap the other calls;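 also: 0% = median of the plate's neutral control wells and 100% = double that signal; a rise in the Bmi1 reporter signal indicates esBAF inhibition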
EWS-Fli inh – EWS/Fli-driven NR0B1 reporter inhibitors, primary screen, A673 cells, NR0B1 luciferase, luminescence, MLPCN library; viability-normalised; inhibition, % at 12.6 µM; 350,000 compounds, 0.67% hits; AID 651661, 2012;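 active = mean inhibition of at least 50% after viability correction, with every replicate also passing that limit; inconclusive = mean reaches 50% but only one of two replicates passes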;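 also: firefly luciferase signal divided by Alamar Blue viability fluorescence both relative to DMSO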
S100A4 MyoIIA – inhibitors of S100A4-myosin IIA peptide binding, primary screen, biochemical, fluorescence polarization, TAMRA-MyoIIA peptide; inhibition, % at 10.7 µM; 360,000 compounds, 0.14% hits; Protein S100-A4 (Homo sapiens), P26447;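 active = mean inhibition of at least 70% across replicates, with every replicate also reaching that level; inconclusive = mean inhibition reaches 70% but some replicates fall short; inactive = mean inhibition below 70%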
Target sequence (P26447 whole entry, looked up): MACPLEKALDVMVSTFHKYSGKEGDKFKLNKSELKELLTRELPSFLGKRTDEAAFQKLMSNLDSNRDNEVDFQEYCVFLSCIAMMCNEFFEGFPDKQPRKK
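Test system – S100A4 monomer (human) · Compound – single-point compound testing · Schedule – 5 min incubation before reading · Probe or stimulus – TAMRA-labelled myosin IIA heavy-chain peptide probe, 5 nM · Benchmarks – neutral control DMSO, positive control TFP · Medium – Calcium-containing HEPES buffer, pH 7.2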
RAD52 inh – RAD52 DNA annealing inhibitors, primary screen, biochemical, FRET, single point, set 2. DNA repair protein RAD52 homolog (Homo sapiens), P43351. recombinant RAD52 DNA annealing, FRET fluorescence. inhibition, % at 18.7 µM. 360,000 compounds, 0.46% hits. AID 651710, 2012;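 active = every replicate showing at least 50% inhibition; inconclusive = mean inhibition at least 50% but not in every replicate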
FN deposition inh – inhibitors of fibronectin matrix deposition, primary screen, AH1F cells, Alexa488-fibronectin fluorescence, plate reader | AH1F fibroblasts, overnight | inhibition, % at 12.6 µM | 350,000 compounds, 0.086% hits | AID 743247, 2014;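 active = mean inhibition across replicates of 30% or more, regardless of how many single replicates reach that level; inconclusive = mean under 30% yet at least half of replicates reach 30%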;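 also: positive control wells lacked labelled fibronectin entirely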
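Schedule: 1 h cell adhesion before compound, then overnight fibronectin incubation; test system: AH1F fibroblast monolayer depositing Alexa488-labelled fibronectin into matrix; quantity: 10000 AH1F cells per well; probe or stimulus: fluorescent fibronectin at 24 nM final; signal: fluorescence, ex 485 nm, em 525 nm; evaluation: percent inhibition as loss of matrix-bound fibronectin fluorescence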
RAD54 branch – inhibitors of human RAD54 branch migration, primary screen, biochemical, fluorescence, single point | DNA repair and recombination protein RAD54-like (Homo sapiens), Q92698 | RAD54 Holliday junction branch migration, FAM/BHQ fluorescence | inhibition, % at 10.4 µM | 360,000 compounds, 0.14% hits | AID 602329, 2012;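 active = mean normalized replicate activity at least 40 and at least half of replicates scoring 40 or more; inconclusive = only one of the two criteria met; inactive = mean below 40 and under half of replicates reaching 40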;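 also: 0% = median of neutral control wells and 100% = median of positive control wells; inhibitors cause a drop in the FAM fluorescence signal; in these data hits start at about 50%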
Starred values were filed as active, the others as inactive; ? = inconclusive; · = not tested or not shown.

#	Compound	E-selectin induc	XiGFP reactiv	esBAF inh	EWS-Fli inh	S100A4 MyoIIA	RAD52 inh	FN deposition inh	RAD54 branch
1	Cc1ccsc1-c1cc2nc(NCCOc3ccccc3Cl)n(C)c(=O)c2s1	0.2	-0.2	17	-28	2	-70	-3	-6
2	O=C1[C@@H]2Cc3c([nH]c4ccccc34)CN2C(=O)CN1CCO	·	0.0	5	-2	1	-3	7	-13
3	C[C@@H](NC(=O)C[C@@H]1CC[C@@H](NC(=O)Nc2ccc3c(c2)OCO3)[C@H](CO)O1)c1ccccc1	-0.3	0.1	-5	5	-1	-5	-1	4
4	Cc1cccc(C(=O)Oc2ccc(/C=N/NC(=O)c3ccncc3)cc2)c1	0.6	0.2	·	7	6	-13	11	·
5	CCn1c(SCC(=O)Nc2ccc(N3CCOCC3)cc2)nnc1-c1ccco1	2.8	0.0	-1	-14	-2	-1	2	0
6	O=C(CNC(=O)c1cccs1)Nc1cccc(S(=O)(=O)N2CCOCC2)c1	0.0	0.0	-4	4	-1	-13	·	3
7	O=C(NCCN1CCN(C(=O)c2cccc(Br)c2)CC1)C(=O)Nc1ccc(Br)cc1	1.4	0.0	2	-2	21	-9	-2	2
8	C[C@@H]1CN([C@H](C)CO)S(=O)(=O)c2ccc(C3=CCCCC3)cc2O[C@@H]1CN(C)Cc1ccccn1	-0.1	0.0	-1	21	-18	15	-16	-9
9	O=C(Nc1cc(Cl)cc(Cl)c1)N1CCCC1	0.4	0.1	13	-3	7	-18	6	4
10	NC(=O)c1cccc(NC(=O)CCCCC(=O)Nc2cccc(C(N)=O)c2)c1	0.3	0.3	-2	4	4	-36	-5	-3

The results go on:
#	Compound	E-selectin induc	XiGFP reactiv	esBAF inh	EWS-Fli inh	S100A4 MyoIIA	RAD52 inh	FN deposition inh	RAD54 branch
11	Cc1ccc(OCC(=O)N2CCN(S(=O)(=O)c3ccccc3)CC2)c([N+](=O)[O-])n1	-1.1	0.1	·	2	-14	-3	9	·
12	C[C@@H]1CCCCO[C@@H](CN(C)Cc2ccc(C(=O)O)cc2)[C@H](C)CN([C@@H](C)CO)C(=O)c2cc(NC(=O)Nc3ccc(C(F)(F)F)cc3)ccc2O1	-0.2	-0.3	0	16	4	36	·	-9
13	CCN(CC)CCNC(=O)c1ccc(NS(=O)(=O)c2ccc3c(c2)OCCO3)cc1	·	0.1	·	8	1	-4	8	·
14	Nc1ccn([C@@H]2O[C@H](CNCc3ccc(N4CCNCC4)cc3)[C@@H](O)[C@H]2O)c(=O)n1	-0.4	-0.1	-9	-6	4	41	·	4
15	CC(C)N(Cc1nnc(-c2ccc(Cl)cc2)o1)C(=O)c1cc2ccccc2o1	1.6	0.1	6	-17	0	-66	-4	-4
16	O=C(CSc1nnc(CNC(=O)c2cccc(C(F)(F)F)c2)o1)NCc1ccco1	-0.2	0.3	-4	-2	0	-7	-11	2
17	CS(=O)(=O)c1ccc(SCC(=O)NC2CCS(=O)(=O)C2)c([N+](=O)[O-])c1 (configuration not stated)	·	0.0	·	14	-2	3	-1	·
18	COc1cccc(SCC2(O)CCN(C(=O)c3ccc(Cl)cc3)CC2)c1	?	0.3	-1	-6	-3	-23	5	-1
19	O=C(C[C@@H]1C=C[C@@H](NC(=O)CN2CCOCC2)[C@@H](CO)O1)NC1CCC1	-0.5	-0.2	-3	-1	10	-2	-8	1
20	CCN(c1ccccc1)S(=O)(=O)c1ccc(OC)c(NC(=O)C2CC2)c1	1.6	0.1	0	-7	1	-1	1	0

Entries shown so far with a CF3 group, in the order listed:
#	Compound	E-selectin induc	XiGFP reactiv	esBAF inh	EWS-Fli inh	S100A4 MyoIIA	RAD52 inh	FN deposition inh	RAD54 branch
12	C[C@@H]1CCCCO[C@@H](CN(C)Cc2ccc(C(=O)O)cc2)[C@H](C)CN([C@@H](C)CO)C(=O)c2cc(NC(=O)Nc3ccc(C(F)(F)F)cc3)ccc2O1	-0.2	-0.3	0	16	4	36	·	-9
16	O=C(CSc1nnc(CNC(=O)c2cccc(C(F)(F)F)c2)o1)NCc1ccco1	-0.2	0.3	-4	-2	0	-7	-11	2

The list continues.
#	Compound	E-selectin induc	XiGFP reactiv	esBAF inh	EWS-Fli inh	S100A4 MyoIIA	RAD52 inh	FN deposition inh	RAD54 branch
21	Cc1c(CNCCc2ccccc2Cl)c(C(=O)O)c(C)n1-c1ccccc1	·	0.0	·	-15	-6	-15	-4	·
22	O=C(NCCCn1ccnc1)c1ccc(S(=O)(=O)N2CCOCC2)cc1	1.0	0.6	-5	17	6	-11	0	4
23	CC(=O)CCc1ccc(OCCCOc2cccc3cccnc23)cc1	0.0	0.1	21	-35	-8	-3	-1	-11
24	Cc1sc2ncnc(NCC(O)c3ccccc3)c2c1C (configuration not stated)	7.2	0.0	12	-22	1	-13	25	-5
25	COc1cccc(S(=O)(=O)N[C@H]2CC[C@@H](CC(=O)NC3Cc4ccccc4C3)O[C@@H]2CO)c1	-0.3	0.4	1	-1	-3	-7	-4	-2
26	CO[C@@H]1CN(C)C(=O)c2cc(NC(=O)C3CCCCC3)ccc2OC[C@H](C)N(Cc2cccnc2)C[C@H]1C	0.2	0.4	1	1	-5	15	11	-5
27	C[C@@H]1CN([C@@H](C)CO)C(=O)c2cc(NC(=O)NC3CCCCC3)ccc2O[C@@H](C)CCCCO[C@@H]1CN(C)C(=O)c1ccccc1	-0.1	0.3	-4	-5	2	9	-13	0
28	Cn1ccnc1SCCNC(=O)CCc1nnc(CCCCc2ccccc2)o1	0.5	0.3	1	-6	5	-17	-4	-12
29	COc1ccc(-c2nc(CN3CCCCC3c3nccn3C)c(C)o2)c(C)c1C (configuration not stated)	-0.1	-0.1	-4	15	-5	-37	1	-2
30	O=C(NCc1ccccn1)c1ccccc1OCc1ccc(F)cc1	9.5	0.0	·	-5	-2	0	-4	·

Continuation.
#	Compound	E-selectin induc	XiGFP reactiv	esBAF inh	EWS-Fli inh	S100A4 MyoIIA	RAD52 inh	FN deposition inh	RAD54 branch
31	COc1cc(NC(=O)c2cc(S(=O)(=O)N3CCCCC3)c[nH]2)cc(OC)c1	0.0	0.2	7	-1	1	-8	-11	3
32	O=C(CN1CCOCC1)N[C@H]1CC[C@@H](CCNC(=O)Nc2cc(F)ccc2F)O[C@H]1CO	0.3	-0.1	3	-24	4	-9	1	-3
33	COc1ccc(NC(=S)N2CCC(NC(=O)c3cccc(C)c3)CC2)cc1	0.4	0.2	-1	1	-2	-9	-2	-6
34	COC(=O)c1c(C)[nH]c(C(=O)OC(C)C(=O)N(C)C2CCCCC2)c1C (configuration not stated)	·	0.0	-2	6	-1	-5	·	-7
35	O=C(N[C@@H]1CC[C@@H](CCNS(=O)(=O)c2ccc(F)cc2)O[C@H]1CO)C1CCCC1	0.2	-0.4	-3	1	0	-11	·	4
36	C[C@H](CO)N1C[C@H](C)[C@H](CN(C)C(=O)C2CCCCC2)OCCCC[C@H](C)Oc2ccc(NC(=O)CCC(F)(F)F)cc2C1=O	-0.3	0.4	4	-6	-22	0	·	-5
37	O=C1CC(/C=C/c2cccnc2)=Nc2ccccc2N1	·	0.0	-3	-8	-4	-19	3	-1
38	N#CCOC(=O)/C=C/c1ccc2c(c1)OCO2	-0.1	0.0	·	7	-9	-20	1	·
39	CC(=O)N1CCCCN2[C@H](CO)[C@H](c3ccc(-c4ccc(C)cc4)cc3)[C@H]2C1	-0.3	0.0	·	·	7	-1	·	3
40	C=CCn1c(CNC(=O)c2ccco2)nnc1SCC(=O)N1c2ccccc2Sc2ccccc21	·	·	2	16	4	9	·	2

New compounds follow:
#	Compound	E-selectin induc	XiGFP reactiv	esBAF inh	EWS-Fli inh	S100A4 MyoIIA	RAD52 inh	FN deposition inh	RAD54 branch
41	Cc1cccc2cc(CN(C(=O)c3cccc([N+](=O)[O-])c3)C(C)C)c(=O)[nH]c12	3.0	0.1	·	8	5	-12	-4	-10
42	S=C(NCCCN1CCOCC1)N1CCN(c2ccccc2)CC1	·	0.0	-1	2	3	0	-17	9
43	CC1CCN(CCCNC(=O)CN2C(=O)CSc3ccc(S(=O)(=O)N4CCOCC4)cc32)CC1	·	-0.1	-4	·	-1	-6	6	11
44	CC(CCc1ccccc1)NC(=O)c1cccs1 (configuration not stated)	·	·	-5	2	0	6	·	4
45	Cn1ncc2c(Nc3cccc(Cl)c3)nc(Nc3cccc(Cl)c3)nc21	0.0	0.2	5	9	-1	-13	5	-7
46	O=C(NNC(=O)c1ccccc1-n1cccc1)c1cccnc1	0.2	0.0	4	-3	-7	13	-4	5
47	Cc1cccc(C(=O)N2CCCC(c3nc(-c4ccc(C)o4)no3)C2)c1 (configuration not stated)	·	·	51*	-92	-3	-18	-8	-10
48	Oc1c(Br)cc(/C=N/NC(=S)NCC2CCCO2)cc1Br (configuration not stated)	2.6	0.2	·	7	3	-4	-8	·
49	O=C(Nc1cnccn1)c1ccc(Cl)cc1	0.3	0.5	-23	3	-6	-14	8	-3
50	CC1(C(=O)NS(=O)(=O)c2ccc(F)cc2F)CCN1C(=O)CCc1ccc(Cl)cc1Cl (configuration not stated)	-0.1	0.0	-8	-2	1	-23	·	-7
51	N#CCCn1cc(C(=O)O)c(-c2cccs2)n1	·	-0.1	·	5	-2	-2	·	·
52	COc1ccc(-c2c[n+]3c(n2-c2ccccc2)SCC3)cc1	·	0.1	·	13	-1	8	5	-18

Single records, as listed above. Screens in order: E-selectin induc	XiGFP reactiv	esBAF inh	EWS-Fli inh	S100A4 MyoIIA	RAD52 inh	FN deposition inh	RAD54 branch
S=C(NCCCN1CCOCC1)N1CCN(c2ccccc2)CC1 is listed with ·	0.0	-1	2	3	0	-17	9
N#CCCn1cc(C(=O)O)c(-c2cccs2)n1 is listed with ·	-0.1	·	5	-2	-2	·	·
Oc1c(Br)cc(/C=N/NC(=S)NCC2CCCO2)cc1Br (configuration not stated) is listed with 2.6	0.2	·	7	3	-4	-8	·

From PubChem
